# Assay outcomes: PubChem BioAssay, Sanford-Burnham Center for Chemical Genomics
# SENP8 block-1: inhibitors of human SENP8 protease | recombinant SENP8, Nedd8 substrate fluorescence | inhibition, % at 20 µM | 360,000 compounds, 0.64% hits | AID 602440; in the data active means inhibition mostly above about 40%, no sharp cut-off; inactive means mostly below about 27%
# Target sequence (Q96LD8 whole entry, looked up): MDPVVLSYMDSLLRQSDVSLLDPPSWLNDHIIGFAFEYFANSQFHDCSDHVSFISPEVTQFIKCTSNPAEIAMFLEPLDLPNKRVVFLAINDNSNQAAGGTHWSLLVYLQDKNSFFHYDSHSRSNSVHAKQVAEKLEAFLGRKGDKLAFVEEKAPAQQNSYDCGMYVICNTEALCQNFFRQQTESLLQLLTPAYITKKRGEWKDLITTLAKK
# UBC13 polyUb: human UBC13 polyubiquitination inhibition; 330,000 compounds, 0.47% hits; inhibition, % at 20 µM; UBC13 polyubiquitin chain formation, TR-FRET; in the data active means inhibition above about 45%, passing the limit was not always enough
# PfG6PD inh: PfG6PD (Plasmodium falciparum) enzyme inhibition | PfGluPho enzyme, NADPH resazurin-diaphorase fluorescence | inhibition, % at 20 µM | 350,000 compounds, 0.78% hits | AID 504690;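 active means inhibition reaching at least a set limit at 20 µM in the primary screen, cut at about 59% in these data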;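 further: 0% = DMSO wells with substrate and 100% = DMSO wells lacking glucose-6-phosphate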
# MIN6 prolif: induces beta-cell replication in MIN6 cells; MIN6 cells proliferation, ATPlite luminescence, 48 h; cells starved in 0.2% serum; 100% = growth in 10% serum; 330,000 compounds, 0.29% hits; proliferation, % at 10 µM;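 active means compounds whose signal lies at least 3.5 SD above the mean of all wells on their plate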;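 further: 0% = DMSO-treated cells in low-serum medium and 100% = 10% serum control; some compounds called inactive have numbers as strong as hits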
# HKDC1 inh: HKDC1 (human) hexokinase inhibition. Q2TB90. recombinant HKDC1, G6PDH/diaphorase resazurin coupled fluorescence. inhibition, % at 20 µM. 340,000 compounds, 0.16% hits. AID 493160;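 active means inhibition above about 35% when tested at 20 µM, limit read from the data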;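 further: plate controls were DMSO wells with enzyme for no effect and DMSO wells lacking enzyme for full effect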
# Target sequence (Q2TB90 whole entry, looked up): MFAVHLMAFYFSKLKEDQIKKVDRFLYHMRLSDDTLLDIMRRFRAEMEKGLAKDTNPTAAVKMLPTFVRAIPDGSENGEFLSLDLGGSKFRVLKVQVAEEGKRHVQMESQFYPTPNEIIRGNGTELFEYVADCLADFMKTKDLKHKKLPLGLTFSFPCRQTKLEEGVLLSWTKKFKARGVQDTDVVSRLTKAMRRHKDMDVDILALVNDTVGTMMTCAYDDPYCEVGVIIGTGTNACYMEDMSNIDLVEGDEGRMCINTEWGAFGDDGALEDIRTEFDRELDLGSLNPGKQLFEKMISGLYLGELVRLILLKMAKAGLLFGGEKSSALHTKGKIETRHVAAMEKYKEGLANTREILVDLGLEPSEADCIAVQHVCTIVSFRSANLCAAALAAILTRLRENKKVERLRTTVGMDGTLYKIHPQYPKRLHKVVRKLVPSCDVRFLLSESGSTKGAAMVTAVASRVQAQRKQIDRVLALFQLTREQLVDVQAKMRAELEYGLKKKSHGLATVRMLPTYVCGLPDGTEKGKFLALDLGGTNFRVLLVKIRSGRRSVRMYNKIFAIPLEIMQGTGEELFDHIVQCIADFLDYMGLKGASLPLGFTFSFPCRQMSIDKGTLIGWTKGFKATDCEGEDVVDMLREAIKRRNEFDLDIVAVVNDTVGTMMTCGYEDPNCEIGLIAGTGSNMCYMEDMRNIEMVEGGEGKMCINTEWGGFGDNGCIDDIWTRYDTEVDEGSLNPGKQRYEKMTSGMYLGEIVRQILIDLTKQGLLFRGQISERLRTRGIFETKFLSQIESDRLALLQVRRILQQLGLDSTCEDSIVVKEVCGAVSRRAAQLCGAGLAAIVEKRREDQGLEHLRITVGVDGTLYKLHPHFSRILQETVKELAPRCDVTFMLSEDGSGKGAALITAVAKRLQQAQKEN
#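 Assay system: in-house recombinant HK5 (HKDC1) enzyme. Input: HKDC1 at 5 µg/mL. Medium: Tris pH 8.0 buffer with MgCl2, Tween-20, BSA, BME. Dosing: single 20 µM dose. Schedule: 90 min reaction incubation at room temperature, dark. Signal: resazurin-to-resorufin fluorescence via G6PDH and diaphorase coupling, 525/613 nm. Controls: DMSO-enzyme wells negative, buffer-substituted wells positive.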
# SENP7 block: inhibitors of human SENP7 protease | 330,000 compounds, 1.5% hits | inhibition, % at 5 µM | recombinant SENP7, Z-RLRGG-aminoluciferin luminescence, 40 min | AID 434973;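 active means inhibition above about 50% at the single test dose, limit read from the data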;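 further: plate controls were DMSO with enzyme for no effect and no enzyme buffer wells for full effect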
# SENP1 inh: blocks the human SENP1 SUMO protease catalytic domain. recombinant SENP1 catalytic domain, CyPet-SUMO1-YPet FRET cleavage. inhibition, % at 10 µM. 360,000 compounds, 0.21% hits. AID 624204;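 active means inhibition at least 30% at 10 µM, raw YFP signal under a set limit, fluorescence ratio 0.5 to 1.5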;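 further: 0% = enzyme with DMSO and 100% = no enzyme wells; some results filed as inactive read as strong as hits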
#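 Assay system: hSENP1 catalytic domain, recombinant. Amount: SENP1 enzyme, 20 pM final. Schedule: 50 min reaction, RT, dark. Technique: FRET, CFP and YFP emission. Control set: no-enzyme wells low, DMSO-plus-enzyme wells high control.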
# SENP8 block-2: SENP8 protease inhibition. Q96LD8. purified SENP8, Z-RLRGG-aminoluciferin cleavage, luminescence. inhibition, % at 10 µM. 330,000 compounds, 1.2% hits. AID 2540; in the data active means inhibition above about 50%
# SENP6 block: blocks the human protease SENP6; Q9GZR1; 330,000 compounds, 1.8% hits; Recombinant SENP6 catalytic domain, aminoluciferin luminescence; inhibition, % at 10 µM; AID 2599;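 active means inhibition above about 50% at the single tested dose, limit read from the data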;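 further: plate controls were DMSO wells with enzyme for no effect and DMSO wells lacking enzyme for full effect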
# * = called active by the depositor; i = inactive; x = not tested or not shown.
SMILES,SENP8 block-1,UBC13 polyUb,PfG6PD inh,MIN6 prolif,HKDC1 inh,SENP7 block,SENP1 inh,SENP8 block-2,SENP6 block
CCn1c(=O)cc(SCC(=O)N2CCN(c3ccccn3)CC2)c2ccccc21,-2.5,x,-0.5,x,4.0,x,-1.4,x,x
NC(=O)NCC(=O)N1CCN(S(=O)(=O)c2ccc(Cl)s2)CC1,8.0,-6.6,5.8,0.8,-6.2,4.2,1.3,-2.5,4.2
CN1C(=O)N(C)c2cccc3cccc1c23,10.6,8.3,7.1,0.0,3.5,6.8,-1.9,0.9,1.2
C=CCn1c(SCc2ccc(C(=O)Nc3ccccc3)cc2)nnc1-c1ccccc1,13.5,-13.4,2.0,1.8,-7.9,-6.1,0.0,-16.9,-4.1
CC(=O)Nc1c2c(nn1-c1ccccc1C)CS(=O)C2 (stereo not drawn),2.3,-3.3,-0.2,-4.8,-4.1,13.3,-175.1,-9.7,-8.3
Cc1ccc(C(=O)N2CC(=O)Nc3ccc(F)cc3C2c2ccccc2)cc1[N+](=O)[O-] (stereo not drawn),19.6,-0.6,12.2,-0.7,-12.6,0.1,2.6,1.8,-2.1
O=C(CSc1nnc(Cc2cc(=O)[nH]c(=O)[nH]2)n1-c1ccc(F)cc1)N1CCCCC1,5.6,2.0,15.8,-2.8,1.0,2.4,13.7,8.1,9.6
COc1ccc(CC(=O)Nc2cc3oc4ccccc4c3cc2OC)cc1,-5.8,3.0,23.1,-5.2,-0.7,-5.6,0.1,-4.6,1.8
Nc1cc2nc[nH]c2cc1N,-7.5,-16.5,59.7*,-2.0,7.2,-1.2,-10.6,-8.1,-4.5
O=C(C1COc2ccccc2O1)N1CCN(c2ccccc2O)CC1 (stereo not drawn),18.3,10.5,19.1,0.3,2.4,9.3,-0.3,-3.9,-2.8
CC(C)C[C@H]1CN=C(Nc2ccccc2)N1CCCC1CCCCC1,11.5,40.8,-2.5,-8.1,4.4,8.6,-0.6,-0.1,-10.0
CCCCCCNC(=O)c1c(O)c2cccc3c2n(c1=O)CCC3,-94.6,13.8,-16.6,-1.0,-5.8,-2.3,-1.4,-0.2,-19.1

# Structural class, those above with an aryl thioether with sulfur outside any ring.
SMILES,SENP8 block-1,UBC13 polyUb,PfG6PD inh,MIN6 prolif,HKDC1 inh,SENP7 block,SENP1 inh,SENP8 block-2,SENP6 block
CCn1c(=O)cc(SCC(=O)N2CCN(c3ccccn3)CC2)c2ccccc21,-2.5,x,-0.5,x,4.0,x,-1.4,x,x
C=CCn1c(SCc2ccc(C(=O)Nc3ccccc3)cc2)nnc1-c1ccccc1,13.5,-13.4,2.0,1.8,-7.9,-6.1,0.0,-16.9,-4.1
O=C(CSc1nnc(Cc2cc(=O)[nH]c(=O)[nH]2)n1-c1ccc(F)cc1)N1CCCCC1,5.6,2.0,15.8,-2.8,1.0,2.4,13.7,8.1,9.6

# New compounds follow
SMILES,SENP8 block-1,UBC13 polyUb,PfG6PD inh,MIN6 prolif,HKDC1 inh,SENP7 block,SENP1 inh,SENP8 block-2,SENP6 block
COc1cccc(OCc2cc(C(=O)N(C)C3CCOCC3)no2)c1,-4.5,-1.0,18.3,-5.6,-0.4,4.7,-2.0,-4.0,-5.2
CCCCn1[nH]c(-c2ccccc2)cc1=O,26.2,-5.8,0.6,-2.4,-6.9,10.4,2.4,-0.7,23.9
COC(=O)CN1C(=O)COc2ccc(S(=O)(=O)N3CCCC3)cc21,14.8,-2.3,-11.2,-1.6,-5.4,-8.8,1.9,-1.9,6.9
COC(=O)c1c(C)[nH]c(C(=O)C(C)OC(=O)c2c(C)noc2C)c1C (stereo not drawn),1.7,-3.5,9.2,-0.1,2.7,-1.2,0.5,-9.0,-13.6
COc1cc(C(F)(F)F)c(C(=O)N(C)Cc2cc(Cl)cc(Cl)c2)cn1,5.9,7.5,12.0,-1.6,-1.5,3.3,1.0,8.7,19.7
O=C(NCCN1CCCC1=O)C1CCC(=O)N(CCc2ccc(Cl)cc2)C1 (stereo not drawn),0.4,1.3,-13.6,-0.2,-9.0,-12.2,2.2,-6.3,-14.4
c1ccc2cc(CCCc3cc4ccccc4cn3)ncc2c1,-1.6,-7.4,0.1,-2.0,1.1,-11.1,2.6,-16.4,-7.7
COc1cccc(-c2csc(NNC(=O)c3cccs3)n2)c1,12.0,5.4,-0.1,-4.0,-0.4,3.1,0.5,7.7,14.7
NC(=O)CSc1nc2sc(-c3ccccc3)cc2c(=O)n1N,-164.8,-22.9,-0.4,-1.2,3.0,-9.3,-2.4,-11.8,-37.8
CCN(CC)c1ccc(NC(=O)CSc2nc3nc(C)cc(C)c3c(=O)[nH]2)cc1,-8.6,-30.4,-1.4,-5.0,6.6,2.9,0.8,-1.0,-5.3
CCOc1ccc(-c2nnc(-c3ccncc3)o2)cc1OCC,-362.6,-24.3,17.3,0.1,-6.2,-7.7,-0.3,-9.1,-17.5
CCC(=O)Nc1ccc2c(c1)ncn2-c1ccccc1,12.5,-0.7,-6.0,-3.3,-7.5,2.8,1.9,-3.3,-6.7
O=c1c2sc(-c3ccccc3)cc2nc2n1CCCCC2,22.3,-5.3,18.6,-0.5,-0.3,43.1,9.3,36.9,53.6*
CC(C)C[C@@H](CN1CCCC1CN1C(=S)NC[C@@H]1Cc1ccc(O)cc1)N1C[C@H](Cc2ccccc2)N(CC2CCCCC2)C1=S (stereo partly drawn),1.1,x,25.4,x,2.4,x,-0.2,x,x
CCOc1ccc(-n2c(=O)c3sccc3n(Cc3ccc(C)cc3)c2=O)cc1,-2.5,-0.2,-4.1,-2.8,-10.0,11.5,3.8,-0.6,-1.2
COc1cc(C(=O)Nc2ccc(Cl)c(C(F)(F)F)c2)cc(OC)c1OC,9.8,28.1,13.7,-2.5,21.3,-4.8,-1.4,-10.4,-17.7
CC(C)Oc1ccccc1-c1nc(SCC(=O)O)n[nH]1,19.9,-2.9,-33.8,-1.6,-3.4,-9.3,0.9,-4.9,-10.2
C=C(C)CN(CC)c1nc(N)c2c(N)nc3c(c2c1C#N)CC(=O)N3C12CC3CC(CC(C3)C1)C2,-209.8,-41.6,23.7,-5.9,7.9,27.0,-21.9,86.5*,85.1*
Fc1ccc(NC(=S)NCCc2ccc(Cl)cc2)cc1,6.0,-7.3,-3.3,-6.4,-5.5,-4.2,3.4,-6.6,7.0
Cc1nn(C)cc1C(C(=O)NC1CCCCC1)N(C(=O)Cn1nnc2ccccc21)c1ccc(F)cc1 (stereo not drawn),3.2,-1.6,-0.9,-2.4,13.4,3.0,2.9,1.9,9.6
Cc1nc2ccccc2c(=O)n1/N=C/c1cn(-c2ccccc2)nc1-c1cccs1,2.5,-8.2,7.7,-0.8,4.2,7.3,0.9,-0.8,-7.0
O=C(NCc1ccco1)C1CN(S(=O)(=O)c2ccccc2)CCN1S(=O)(=O)c1ccccc1 (stereo not drawn),10.9,2.3,9.4,-1.8,13.1,-5.2,-1.5,-4.2,-10.1
COc1ccc(CCN2CC(C#N)=C3c4cc(OC)c(OC)cc4CCN3C2)cc1OC,-96.7,8.1,3.3,6.6,1.6,-7.3,-35.1,-0.9,2.4
CCn1nc(C)c(NC(=O)/C=C/c2cnn(C)c2)c1C,9.4,-0.3,-10.2,-0.2,-9.7,0.5,0.2,0.9,5.7
COc1ccc(NC(=S)NNC(=O)c2ccc(S(=O)(=O)N3CCOCC3)cc2)cc1,1.4,-6.6,-8.9,-1.7,-9.4,-9.5,1.1,-8.0,-21.6
O=C1/C(=C/c2ccccn2)SC(=S)N1c1cccc(O)c1,23.9,8.2,7.9,-3.2,0.3,-4.6,1.1,-10.6,2.6
Cc1nc(N2CCOCC2)c2c(C)c(C(=O)Nc3ccccc3Cl)sc2n1,-191.5,-3.4,16.1,7.2,8.6,-5.7,1.7,-8.4,-9.6
CCCOC(=O)C1[C@H]2C(=O)N(CCCOC)C[C@]23C=C[C@H]1O3 (stereo partly drawn),6.4,16.7,-1.3,0.5,-5.0,0.4,0.3,6.0,6.7
CN1CCN(CCC2Oc3cc([N+](=O)[O-])ccc3NC2=O)CC1 (stereo not drawn),-0.5,-13.4,11.2,-2.1,-1.2,7.7,-25.7,-1.4,4.0
Cc1cccc2cc(C#N)c(SCC(=O)N3CCC(C)CC3)nc12,-33.2,5.9,-7.9,0.0,-2.5,-0.6,-15.5,-10.0,-21.8
Cc1cc(C)n2nc(SCC(=O)NC(=O)c3ccccc3Cl)nc2n1,9.9,0.2,3.7,0.2,-2.4,0.8,0.1,-1.6,0.1
Cn1ncc(Cl)c1C(=O)Nc1ccc2c(c1)CCC2,-0.4,-4.7,5.3,-5.0,-2.2,44.0,1.7,5.3,44.6
CCN(CC)C(=O)CCC(=O)Nc1ccc(C(=O)OC)cc1,51.9*,6.6,-10.6,-3.2,-2.9,-3.3,3.4,2.8,-6.2
CCOC(=O)C1(Cc2cccc(F)c2)CCN(C(=O)Cc2cccnc2)CC1,2.4,-2.4,-11.6,-0.2,13.0,-17.6,1.0,-3.0,-10.3
COC(=O)c1nc(-n2nc(C)cc2C)ccc1Cl,4.8,12.9,-11.2,1.9,-6.4,2.3,1.9,-7.8,0.4
O=C(NC(=S)Nc1cc(Cl)ccc1N1CCOCC1)c1ccc(-c2cccc(Cl)c2)o1,11.5,-8.8,-12.9,-4.2,-2.7,6.1,3.0,3.6,26.0
CCOC(=O)c1ccc(Nc2c(CC)c(C)nc3ncnn23)cc1,-20.0,-3.7,2.4,-1.3,6.7,-8.0,0.0,-6.0,-5.4
Cc1cc(NC(=O)CSCc2nc(-c3cccc(F)c3)oc2C)no1,0.7,-5.1,-18.3,-5.4,-5.0,-12.0,2.2,-16.9,-20.5
CCOc1ccccc1NC(=O)CN1C(=O)C(=O)N(Cc2ccco2)C1=O,3.5,13.7,-0.7,-0.4,-1.6,-1.9,-0.7,-4.6,-14.5
Nc1nonc1-n1nnc(C(=O)N/N=C/c2ccc(OCc3ccccc3)cc2)c1CN1CCCCC1,-6.3,-12.2,22.0,-2.5,-0.9,-1.0,0.3,-9.2,-11.0
C1=CN2CCC1C(c1ccccc1)C2 (stereo not drawn),15.3,6.6,-3.6,-2.2,5.6,-1.5,2.5,-7.9,-10.4
CCOc1ccc2oc(C(=O)NCC(c3ccco3)N(C)C)c(C)c2c1 (stereo not drawn),-79.0,9.7,-5.6,-2.5,1.6,5.5,-6.8,-5.5,-6.1
COc1ccc2[nH]c3c(c2c1)CCN1C(=O)C(CC(=O)NCCN2CCOCC2)C[C@H](C(=O)N2CCOCC2)[C@@]31C (stereo partly drawn),15.6,x,-6.9,x,-4.8,0.2,-0.1,x,x
Cc1ccc(S(=O)(=O)CCC(=O)OCC(=O)NC(N)=O)cc1,21.5,-17.8,5.3,0.0,-3.6,-8.2,4.0,-5.9,0.4
CC(C)(C)OC(=O)N1CCC(CNC(=O)c2ccc(F)cc2)CC1,-9.6,-8.4,13.7,-0.7,-5.6,-5.9,1.2,0.8,6.0
Cc1n[nH]c(=S)n(NC(=O)/C=C/C(=O)Nn2c(=S)[nH]nc(C)c2=O)c1=O,-31.3,x,8.9,x,-1.7,x,8.7,x,x
CSc1ccc(S(=O)(=O)NCc2ccc(C)cc2)cc1,10.4,1.0,-8.5,6.6,7.8,6.2,-0.4,-0.2,13.6
CCOc1c2ccc(C(=O)NCC34CC5CC(CC(C5)C3)C4)cc2nn1CC,i,14.9,3.8,-6.5,0.1,-0.5,0.5,-9.7,-6.1
